# High-throughput results as filed in PubChem.
# CHT allo act: allosteric activators of human choline transporter CHT; Q9GZV3; CHT-expressing cells, membrane potential dye, choline EC20; hits give high values; LV-AA mutant CHT in HEK293 cells; B-score at 10 µM; 0.49% of 310,000 active;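 active = initial fluorescence not abnormally high and integrated response B-score, plate-corrected, over 3 SD above library mean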
# Target sequence (Q9GZV3 whole entry, looked up): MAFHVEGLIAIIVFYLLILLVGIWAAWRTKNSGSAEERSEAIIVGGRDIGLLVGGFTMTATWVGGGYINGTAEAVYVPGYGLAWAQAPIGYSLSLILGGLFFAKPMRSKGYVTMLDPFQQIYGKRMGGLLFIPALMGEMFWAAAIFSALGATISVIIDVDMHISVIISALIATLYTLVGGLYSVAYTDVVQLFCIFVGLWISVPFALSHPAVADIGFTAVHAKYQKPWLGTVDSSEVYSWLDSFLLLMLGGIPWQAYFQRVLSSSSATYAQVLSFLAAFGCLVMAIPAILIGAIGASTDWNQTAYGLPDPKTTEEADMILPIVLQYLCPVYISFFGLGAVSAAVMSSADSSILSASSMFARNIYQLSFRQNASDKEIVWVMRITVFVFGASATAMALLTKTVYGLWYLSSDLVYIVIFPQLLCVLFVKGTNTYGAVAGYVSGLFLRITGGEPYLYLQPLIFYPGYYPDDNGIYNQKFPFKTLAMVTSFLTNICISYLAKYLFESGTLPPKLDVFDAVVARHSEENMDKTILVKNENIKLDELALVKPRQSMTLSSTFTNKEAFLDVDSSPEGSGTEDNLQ
# OX1R antagonist: antagonists of human orexin 1 receptor; AID 434989; O43613; CHO/OX1R cells, Fluo-8 calcium fluorescence, orexin A; inhibition, % at 5 µM; 0.43% of 330,000 active;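 active = inhibition above its plate's threshold, mean inhibition of all tested compounds on the plate plus 3 SD, cut at about 37% in these data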;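 note: 0% = orexin A challenge wells and 100% = SB-334867-A antagonist wells; not every result past the cut was called active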
# Target sequence (O43613 whole entry, looked up): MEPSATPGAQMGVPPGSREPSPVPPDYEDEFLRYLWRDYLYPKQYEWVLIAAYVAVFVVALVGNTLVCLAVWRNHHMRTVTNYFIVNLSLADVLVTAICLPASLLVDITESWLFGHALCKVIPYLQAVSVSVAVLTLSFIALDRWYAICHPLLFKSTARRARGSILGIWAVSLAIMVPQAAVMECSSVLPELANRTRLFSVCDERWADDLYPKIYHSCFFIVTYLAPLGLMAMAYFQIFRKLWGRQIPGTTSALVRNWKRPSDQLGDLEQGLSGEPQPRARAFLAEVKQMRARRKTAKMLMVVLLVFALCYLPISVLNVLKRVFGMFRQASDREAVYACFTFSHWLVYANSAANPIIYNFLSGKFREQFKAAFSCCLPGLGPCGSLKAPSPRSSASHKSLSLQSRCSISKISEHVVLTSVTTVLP
# Active calls of the source: *; i = inactive; · = no result given. The order is random; about 0.8% have a hit in one of these screens.
# The opening 2 records (preview)
SMILES,CHT allo act,OX1R antagonist
Cc1nn(-c2ccccc2)c(C)c1/C=N/NC(=O)CSc1nnc(SCc2ccccc2Cl)s1,i,-32
Cc1cc(-c2nnc3n2N=C(c2ccc(F)cc2)CS3)n[nH]1,i,-2

# The whole of this part, from the first entry:
SMILES,CHT allo act,OX1R antagonist
Cc1nn(-c2ccccc2)c(C)c1/C=N/NC(=O)CSc1nnc(SCc2ccccc2Cl)s1,i,-32
Cc1cc(-c2nnc3n2N=C(c2ccc(F)cc2)CS3)n[nH]1,i,-2
O=C(NCc1ccccc1C(F)(F)F)C1CCC(=O)N(C2CC2)C1 (stereo not given),i,-13
Cc1cc(Cl)ccc1OCC(=O)OCC(=O)N1CCC(C(N)=O)CC1,·,-2
O=C(CC(C(=O)O)C1CCCO1)NCc1ccccc1 (stereo not given),i,0
CC(C)(C)c1cc(OS(C)(=O)=O)ccc1O,i,1
CCOC(=O)C1(C)C=C(Nc2cccc(OC)c2)C(=O)N1c1ccccc1 (stereo not given),i,-51
O=C1CC(c2ccccc2)Cc2nc3nc(C(F)(F)F)nn3cc21 (stereo not given),i,-13
Cn1c(=O)n(C)c2cc(NC(=O)CCc3ccccc3)c(Br)cc21,i,-11
O=C1OCc2cc(NC(=O)C34CC5CC(CC(C5)C3)C4)ccc21,i,-31
COc1ccc(Cl)cc1NC(=O)CSc1nc2ccsc2c(=O)n1CC1CCC(C(=O)O)CC1 (stereo not given),i,2
COCCC(=O)N1CCc2c([nH]c3ccccc23)C1C(C)(C)C (stereo not given),i,-24
CC(Sc1ccccc1F)C(=O)Nc1ccc2c(c1)OCCO2 (stereo not given),·,0
Cc1cccc(N2CCN(C(=O)CNC(=O)Cc3ccccc3)CC2)c1C,·,-35
Cc1ccc(S(=O)(=O)N(C)C)cc1NC(=O)COC(=O)/C(=C/c1ccc(F)cc1)c1cccs1,i,-24
COc1ccc(/C=C(\C#N)C(=O)OCC(=O)Nc2ccc(-c3nc4ccc(C)cc4s3)cc2)cc1,i,-11
O=C(c1cccc(-c2nnc(-c3ccccc3)o2)c1)N1CCCCC1,i,-18
O=C(c1ccc(C(F)(F)F)cc1)N1CCN(c2ccc(N3CCOCC3)nn2)CC1,i,-17
O=C(NCC(c1ccc(F)cc1)N1CCOCC1)c1cccc(Br)c1 (stereo not given),i,-22
Cc1ccc(NCc2ccccc2O)cc1,i,4
CC(NC(=O)c1ccccc1Br)c1nnc(SCC(=O)NC2CCCCC2)n1C (stereo not given),i,-5
COc1ccc(NC(=O)NCCCCc2ccccc2)c(OC)c1,i,-16
Cc1c(NS(=O)(=O)c2cccc([N+](=O)[O-])c2)c(=O)n(-c2ccccc2)n1C,i,-17
COc1ccc2oc(C(=O)OCC(=O)NC3(C#N)CCCC3)c(C)c2c1,i,-4
COc1ccc(N2CCN(S(=O)(=O)c3cccc(C(F)(F)F)c3)CC2)cc1,i,-22
CCCNC(=O)c1cccc(Br)c1,i,-2
CN(CCNC(=O)c1ccc(CS(=O)(=O)c2c(Cl)cccc2Cl)o1)CCc1ccccc1,i,-28
COc1cccc(C(=O)NCCS(=O)(=O)N2CCc3ccccc3C2)c1,i,-2
COc1ccc(N2CCN(C(C)C(=O)N(C)Cc3ccccc3)CC2)cc1 (stereo not given),i,-5
COc1ccc(C(=O)NNC(=O)c2ccncc2)cc1,i,7
COc1ccc(C2=NN(C(=O)CSc3nnc(C)c(=O)n3N)C(c3ccco3)C2)cc1 (stereo not given),i,-23
Cc1cc(C)c(C)c(S(=O)(=O)N2CCN(C(=O)CCc3nc4ccccc4c(=O)[nH]3)CC2)c1C,i,-27
COc1ccc(C(=O)NCc2nnc(SCC(=O)N3CCc4ccccc43)n2CCc2ccccc2)cc1,i,-16
COC(=O)c1cc(OC)c(OC)cc1NC(=O)c1ccc(C)o1,i,-30
O=C(Cn1nnc2ccccc2c1=O)NCCc1ccc(F)cc1,i,7
CCCn1c(SCC(=O)N2CC(=O)Nc3ccccc32)n[nH]c1=O,·,-5
CCC(=O)c1ccc(N2CCCCC2)c(F)c1,i,-10
O=C(Cn1cnnn1)Nc1ccccc1Cc1ccccc1,i,2
COc1ccc(CCn2c(=N)c(C(=O)N3CCN(C)CC3)cc3c(=O)n4ccccc4nc32)cc1,i,-27
Cc1cc2c(OCC(O)CNC(C)(C)C)cccc2[nH]1 (stereo not given),i,-22

# Shown with tabs: entries from further up.
mol	CHT allo act	OX1R antagonist
O=C(Cn1nnc2ccccc2c1=O)NCCc1ccc(F)cc1	i	7
CCCn1c(SCC(=O)N2CC(=O)Nc3ccccc32)n[nH]c1=O	·	-5
CCC(=O)c1ccc(N2CCCCC2)c(F)c1	i	-10
O=C(Cn1cnnn1)Nc1ccccc1Cc1ccccc1	i	2

# Next part:
SMILES,CHT allo act,OX1R antagonist
CC(O)CNc1nc2c(c(=O)n(C)c(=O)n2C)n1CCc1ccccc1 (stereo not given),i,-8
CSC1=C(C#N)C(c2ccccc2Cl)C(C(=O)c2cccs2)C(O)(C(F)(F)F)N1 (stereo not given),i,21
Cc1cc(Cl)c(C(=O)Nc2cccc(C(F)(F)F)c2)c(C)n1,i,-18
COc1ccc(C2=Nn3c(nnc3-c3ccccc3F)SC2)cc1OC1CCOC1 (stereo not given),·,-12
COc1ccccc1NC(=O)C(=O)NCc1ccccc1Cl,i,-21
O=C(NCCO)c1cc2c([nH]c3ccccc32)c(-c2ccccc2)n1,i,-15
Cc1cc(NC(=O)CSc2nnc(CNC(=O)c3ccc(F)cc3)o2)no1,i,-14
Cc1csc(NC(=O)CSc2nnc(NC(=O)COc3ccc(Cl)cc3)s2)n1,i,-13
Cc1ccc(C(=O)C2CCN(C(=S)NCC3CCCO3)CC2)cc1 (stereo not given),i,-20
CC(C)(C)OC(=O)NCc1ccc(CNC(=O)c2[nH]cnc2C(=O)NCC(=O)OCc2ccccc2)cc1,i,8
Cc1cc(=O)[nH]c2c1c(C)nn2C1CCCCC1,i,-3
COc1ccc(Nc2nc(NCc3ccco3)nc(N)c2[N+](=O)[O-])cc1,i,-4
CC1Cc2cc(C3(O)C(=O)c4ccccc4C3=O)ccc2N1 (stereo not given),i,-6
Cc1nnc(SCC(=O)NC2CC2)n1CCc1ccccc1,i,-2
CC1(C)CC(=O)C=C(c2ccc(I)cc2)C1,·,-10
CCOC(=O)c1c(-c2ccccc2)nc2ccc(Cl)cn12,i,-33
Cc1noc(C)c1CN1C(=O)NC2(CCc3ccccc3C2)C1=O (stereo not given),i,-16
O=C(c1ccco1)N1CCN=C1SCc1ccccc1F,i,-12
CN1CCN(CCOc2ccc(-c3ccccc3)cc2)CC1,i,-4
COc1ccc(-c2cc(C(=O)Nc3c(C)nn(Cc4ccccc4Cl)c3C)no2)cc1OC,i,-24
CCN1C(=NCC2CC2)N[C@@H](c2ccccc2)C(C(=O)OC)=C1C,·,-16
CC(C)c1cc(C(=O)O)on1,i,1
Cc1ccc(-n2c(-c3ccncc3)nnc2-c2ccco2)cc1,i,-12
O=c1[nH]nc(N/N=C/c2ccccc2OC(F)F)c(=O)[nH]1,i,12
O=C1CC(c2cccc(Cl)c2)Cc2nc(N3CCN(c4ccccc4)CC3)ncc21 (stereo not given),i,-3
COc1cccc(CNc2ccc(C)c(Cl)c2)c1,i,-28
Cc1ccc(S(=O)(=O)Nc2cccc(-n3cnnn3)c2)cc1,i,-3
COC(=O)c1cccc(C(=O)Nc2ccc(F)cc2)n1,i,-5
CCN(CC)S(=O)(=O)c1ccc(N2CCOCC2)c(NC(=O)c2cccc3c(=O)c(C)c(-c4ccccc4)oc23)c1,i,-28
Cc1c(NC(=O)CSc2nc3ccc(Cl)cc3[nH]2)c(=O)n(-c2ccccc2)n1C,i,-19
O=C(Nc1cccc2c1C(=O)NC2=O)c1cccc(N2C(=O)CCC2=O)c1,i,-25
O=C(OCc1cccc(C(F)(F)F)c1)c1cc(S(=O)(=O)N2CCOCC2)ccc1F,i,-28
COc1ccc(C(c2c(O)cc(C)oc2=O)c2c(O)cc(C)oc2=O)cc1,i,-20
COc1ccc(OCC(=O)N2CCC(n3nccc3NC(=O)C3CC3)CC2)cc1,i,-6
Cc1c(C(=O)NCCCN2CCCC2=O)oc2c(Cl)cccc12,i,-13
CCN(CC)C(=S)SCC(=O)Nc1ccc(F)cc1,i,-28
O=C(CCSc1ccccc1)Nc1nc2c(s1)COc1ccccc1-2,i,-31
O=C(NC(=S)Nc1ccc(NC(=O)c2cccs2)cc1)c1ccc([N+](=O)[O-])cc1,i,-7
COc1ccc(NC(=O)[C@H](C)NC(N)=O)cc1S(=O)(=O)Nc1cc(C)ccc1Br,i,4
COCCSc1nc(N)c2c3c(sc2n1)CN(C)CC3,6.4*,-15

# The last 3 records of the part before open the next one.
SMILES,CHT allo act,OX1R antagonist
O=C(NC(=S)Nc1ccc(NC(=O)c2cccs2)cc1)c1ccc([N+](=O)[O-])cc1,i,-7
COc1ccc(NC(=O)[C@H](C)NC(N)=O)cc1S(=O)(=O)Nc1cc(C)ccc1Br,i,4
COCCSc1nc(N)c2c3c(sc2n1)CN(C)CC3,6.4*,-15
CN(CC(=O)Nc1cccc(F)c1)C(=O)Cn1cnc2c1c(=O)n(C)c(=O)n2C,i,0
CCCC(=O)Oc1ccc(C2NC(=O)c3ccccc3O2)cc1 (stereo not given),i,-1
CCCn1nnnc1SCC(=O)NCc1ccc(OC)cc1,i,-26
CCN(CC)CC(=O)Nc1ccc2c(c1)Nc1ccccc1CC2,i,4
COc1cc(CC(=O)OCC(=O)N2CCN(C(=O)c3ccco3)CC2)cc(OC)c1OC,·,-8
COc1ccc(CCNC(=O)c2cc(COc3c(F)cccc3F)on2)c(OC)c1,i,-17
CCC(CC)c1nnc(NC(=O)CCN2C(=O)c3ccccc3C2=O)s1,i,-23
O=C(O)c1ccc(N2CCOCC2)c(N2C(=O)C3C4C=CC(C4)C3C2=O)c1 (stereo not given),i,-26
COC(=O)c1ccc(/C=C2\SC(=S)N(CCCC(=O)NCCCN3CCOCC3)C2=O)cc1,i,-16
C=CCNC(=O)c1ccc2nc(Cc3ccc(OC)cc3)oc2c1,i,-18
CC(C)(C)NC(=O)CSc1nnc(-c2c[nH]c3ccccc23)o1,i,0
CC(C)C1Cc2[nH]c(=O)c(C(=O)O)cc2CO1 (stereo not given),i,-16
CCOc1ccc2nc(N(CCN(C)C)C(=O)/C=C/c3cccs3)sc2c1,i,-14
CN(C)/C=C/C(=O)c1nnn(C2CCCCC2)c1NC1CCCCC1,i,-18
COc1ccccc1CNC(=O)COC(=O)c1nc(Cl)ccc1Cl,i,-16
CCc1nn(CCCC(=O)NCc2ccco2)c(=O)c2cc3occc3n12,i,-16
Cc1ccc(NC(=O)CCN2C(=O)CSC2=O)c(C)c1,i,-9
O=C(CSc1nc2c(c(=O)n1-c1ccc(F)cc1)SCC2)NCC1CCCO1 (stereo not given),i,-21
COc1cccc(CN(C)C(=O)CNC(=O)c2ccc(-c3ccccc3)cc2)c1OC,i,-16
CC(C)CCN(C(=O)CCCSc1nc2ccccc2[nH]1)c1c(N)n(Cc2ccccc2)c(=O)[nH]c1=O,i,-28

# The final 7 compounds of the part before are carried over, then new ones follow:
SMILES,CHT allo act,OX1R antagonist
CN(C)/C=C/C(=O)c1nnn(C2CCCCC2)c1NC1CCCCC1,i,-18
COc1ccccc1CNC(=O)COC(=O)c1nc(Cl)ccc1Cl,i,-16
CCc1nn(CCCC(=O)NCc2ccco2)c(=O)c2cc3occc3n12,i,-16
Cc1ccc(NC(=O)CCN2C(=O)CSC2=O)c(C)c1,i,-9
O=C(CSc1nc2c(c(=O)n1-c1ccc(F)cc1)SCC2)NCC1CCCO1 (stereo not given),i,-21
COc1cccc(CN(C)C(=O)CNC(=O)c2ccc(-c3ccccc3)cc2)c1OC,i,-16
CC(C)CCN(C(=O)CCCSc1nc2ccccc2[nH]1)c1c(N)n(Cc2ccccc2)c(=O)[nH]c1=O,i,-28
S=C(NCc1ccccn1)Nc1ccc(Cl)c(Cl)c1,i,-3
O=[N+]([O-])c1ccccc1NCCNS(=O)(=O)c1ccc(Cl)cc1,i,-19
CCOC(=O)c1cc(C#N)c(SCC(=O)c2cc(C#N)c(SC)nc2C)nc1C,i,-10
Cc1cc(Cl)ccc1OCC(O)CN1C(C)CCCC1C (stereo not given),i,-5
COCCn1c(SCC(=O)Nc2ccccc2)nc2c(oc3ccccc32)c1=O,i,-32
Cc1cc(Cl)ccc1NC(=O)CCC(=O)O,i,0
COc1cc(/C=N/n2c(-c3ccc4c(c3)NC(=O)CO4)csc2=Nc2cccc(C)c2)ccc1O,i,-7
COc1ccc2nc(NC(=O)c3cccc(S(=O)(=O)N4CCOCC4)c3)sc2c1,i,-11
O=C(COC(=O)c1ccc2c(c1)OCO2)Nc1ccccc1,i,-8
COc1cc(NC(=O)Cn2cnc3c(SC)nc(N)nc32)cc(OC)c1OC,·,-9
O=C(O)c1ccc(NC(=O)c2cc3ccccc3o2)cc1,i,8
N#Cc1c(NC(=O)C2CC2)sc2c1CCCCC2,i,-7
CCOc1ccc(Br)cc1/C=N/NC(=O)c1ccncc1,i,-16
COC(=O)NNC(=O)c1ccc(C)c(Br)c1,i,-6
O=C(Nc1cccc(S(=O)(=O)Nc2ccc(SC(F)F)cc2)c1)C1CCC1,·,37
O=C(Cn1cnc2ccccc2c1=O)Nc1ccc(N2CCOCC2)cc1,i,-3
CCOC(=O)C1(CCOc2ccccc2)CCN(Cc2ccc(OC)c(O)c2)CC1,i,-28
COc1ccc(NC(=O)C(=O)N/N=C/c2cccnc2)cc1,i,-17
CC(C)Cn1c(N)c(C(=O)CSc2nc3ccccc3c(=O)n2CCCN2CCOCC2)c(=O)n(C)c1=O,i,-49
Cc1ccc(NC(=O)CSCC(=O)Nc2cc(Cl)ccc2N2CCN(C)CC2)cc1,i,-31
COc1cccc(CNC(=O)C2CCN(S(=O)(=O)c3ccc(-n4cnnn4)cc3)CC2)c1,i,-8
